SENP8 block-1 = SENP8 (human) protease inhibition; Q96LD8; recombinant SENP8, Nedd8 substrate fluorescence; inhibition, % at 20 µM; hit rate 0.64% among 360,000; AID 602440; in the data active = inhibition mostly above about 40%, no sharp cut-off; inactive = mostly below about 27%
SENP1 inh = inhibitors of human SENP1 SUMO protease catalytic domain | recombinant SENP1 catalytic domain, CyPet-SUMO1-YPet FRET cleavage | inhibition, % at 10 µM | hit rate 0.21% among 360,000 | AID 624204;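 active = inhibition at least 30% at 10 µM, raw YFP signal under a set limit, fluorescence ratio 0.5 to 1.5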;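 also: 0% = enzyme with DMSO and 100% = no enzyme wells; some results filed as inactive read as strong as hits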
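Material: hSENP1 catalytic domain, recombinant; medium: Tris pH 8 with BME, BSA, NP40 and catalase; compound: single concentration of 10 µM compound, 0.5% DMSO final; technique: FRET read of cyan and yellow fluorescence; timing: 50 min enzyme reaction, room temperature, light-protected; reagent: SFCypet-SUMO1-SFYpet substrate at 25 nM; control set: no-enzyme low, enzyme-DMSO high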
HKDC1 inh = HKDC1 (human) hexokinase inhibition; Q2TB90; recombinant HKDC1, G6PDH/diaphorase resazurin coupled fluorescence; inhibition, % at 20 µM; hit rate 0.16% among 340,000;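 active = inhibition above about 35% when tested at 20 µM, limit read from the data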;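 also: plate controls were DMSO wells with enzyme for no effect and DMSO wells lacking enzyme for full effect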
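Test system: Recombinant HKDC1 (HK5) hexokinase enzyme, produced in-house | Input: HKDC1 at 5 µg/mL | Buffer or medium: Tris pH 8.0 buffer with MgCl2, Tween-20, BSA, BME | Schedule: 90 min reaction incubation at room temperature, dark | Technique: Resazurin-to-resorufin fluorescence via G6PDH and diaphorase coupling, 525/613 nm | Controls: DMSO wells with and without enzyme mix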
beta cell repl = MIN6 beta-cell proliferation induction; MIN6 cells proliferation, ATPlite luminescence, 48 h; cells starved in 0.2% serum; 100% = growth in 10% serum; proliferation, % at 10 µM; hit rate 0.29% among 330,000;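 active = compounds whose signal lies at least 3.5 SD above the mean of all wells on their plate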;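 also: 0% = DMSO-treated cells in low-serum medium and 100% = 10% serum control; some compounds called inactive have numbers as strong as hits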
PfGluPho inh = PfG6PD (Plasmodium falciparum) enzyme inhibition; PfGluPho enzyme, NADPH resazurin-diaphorase fluorescence; AID 504690; inhibition, % at 20 µM; hit rate 0.78% among 350,000;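 active = inhibition reaching at least a set limit at 20 µM in the primary screen, cut at about 59% in these data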;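 also: 0% = DMSO wells with substrate and 100% = DMSO wells lacking glucose-6-phosphate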
SENP8 block-2 = blocks the human protease SENP8; Q96LD8; purified SENP8, Z-RLRGG-aminoluciferin cleavage, luminescence; inhibition, % at 10 µM; hit rate 1.2% among 330,000; AID 2540; in the data active = inhibition above about 50%
SENP6 block = inhibitors of human SENP6 protease; AID 2599; Q9GZR1; hit rate 1.8% among 330,000; inhibition, % at 10 µM; Recombinant SENP6 catalytic domain, aminoluciferin luminescence;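 active = inhibition above about 50% at the single tested dose, limit read from the data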;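 also: plate controls were DMSO wells with enzyme for no effect and DMSO wells lacking enzyme for full effect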
SENP7 block = blocks the human protease SENP7; recombinant SENP7, Z-RLRGG-aminoluciferin luminescence, 40 min; hit rate 1.5% among 330,000; Q9BQF6; AID 434973; inhibition, % at 5 µM;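 active = inhibition above about 50% at the single test dose, limit read from the data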;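 also: plate controls were DMSO with enzyme for no effect and no enzyme buffer wells for full effect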
UBC13 inh = blocks human UBC13 polyubiquitin chain formation. P61088. TR-FRET. inhibition, % at 20 µM. hit rate 0.47% among 330,000. AID 485273; in the data active = inhibition above about 45%, passing the limit was not always enough; inconclusive = no clear call, values can overlap the other calls
An asterisk follows results filed as active; u = inconclusive; x = no result given.

SMILES	SENP8 block-1	SENP1 inh	HKDC1 inh	beta cell repl	PfGluPho inh	SENP8 block-2	SENP6 block	SENP7 block	UBC13 inh
CC1(c2ccc3ccccc3c2)NC(=O)N(CC(=O)Nc2cccc(S(=O)(=O)N3CCOCC3)c2)C1=O (stereo not drawn)	8	0	21	-1	9	0	-5	1	10
O=C(NCCOc1ccccc1)c1ccccc1[N+](=O)[O-]	10	0	4	2	1	4	-10	0	7
Cc1ccc(OCCC(=O)NCCc2ccc(S(N)(=O)=O)cc2)cc1	-4	2	-1	4	-5	-5	0	1	8
COc1ccc(S(=O)(=O)N2CCN(CC3CC=CCC3)CC2)cc1 (stereo not drawn)	1	2	-3	-2	-2	-2	-17	-9	-2
C=CCn1c(O)c(N=NC(=O)OC(C)(C)C)c2ccccc21	19	1	4	0	-6	-8	4	6	3
Cn1c(=S)[nH]c2ccccc21	27	1	-1	-3	4	-3	2	-2	-5
COc1cc(C(O)CO)ccc1OS(=O)(=O)O (stereo not drawn)	12	3	-3	-6	-15	-9	-4	-4	-14
Fc1ccc(NC(=S)N/N=C/c2ccc(F)c(F)c2)c(F)c1	5	0	-2	2	-5	6	13	6	3
CC1CCCC(NC(=O)CCS(=O)(=O)c2cc3c(cc2Cl)NC(=O)CO3)C1C (stereo not drawn)	18	2	-4	-3	0	-1	-1	2	2
Cc1cc(S(=O)(=O)N(Cc2ccccc2Cl)c2ccc3c(c2)CCC3)ccc1-n1cnnn1	3	0	-3	-5	24	-9	-19	-12	-1
Cn1c(SCC(=O)NCc2ccccc2)nnc1-c1ccc(NC(=O)CCc2ccccc2)cc1	10	1	5	-3	1	-2	-1	-1	3
CCOC(=O)C1(C)NC(c2cccs2)C2C(=O)N(c3ccc(C)cc3)C(=O)C21 (stereo not drawn)	12	1	-7	-4	-3	-12	-18	-9	-1
O=C(Nc1cccc(-c2nc3ccccc3c(=O)o2)c1)c1ccccc1	-53	3	-9	-3	6	1	9	10	7
CCOC(=O)c1c(C)[nH]c(C)c1C(=O)CSc1nncs1	2	-5	-16	-1	2	1	-7	2	7
Cc1ccc(-n2cnc3c(sc4nccc(N(C)C)c43)c2=O)cc1	-181	-1	1	3	17	2	2	-2	3
COc1ccc(CNC(=O)CNC(=O)c2cccs2)c(OC)c1	10	0	-11	-3	19	0	-2	-4	3
CC1(C)Cc2cccc(C(=O)Nc3ccncc3)c2O1	-16	0	1	-1	-6	2	-4	-2	4
CC(Oc1ccccc1)C(=O)Nc1ccc(S(=O)(=O)N2CCN(C)CC2)cc1 (stereo not drawn)	-3	2	-6	-1	-2	-5	-13	6	-4
CC(OC(=O)c1ccccn1)C(=O)Nc1ccc2c(c1)OCCO2 (stereo not drawn)	-59	2	-2	-5	14	-2	-6	1	12
COCC(=O)OCC(=O)Nc1ccccc1-c1ccccc1	7	1	-4	-1	9	-6	9	3	-10
CNC1CCc2cc(OC)c(OC)c(OC)c2-c2ccc(SC)c(=O)cc21 (stereo not drawn)	7	0	-1	x	15	x	x	x	x
O=C(COC(=O)CCS(=O)(=O)c1ccc(F)cc1)NC1CCCCC1	11	1	-5	-4	-10	-3	-11	0	3
O=C(Nc1ccc(Cl)cc1)c1nc[nH]c1C(=O)NCc1ccccc1	24	4	1	-7	15	-18	-14	-10	-6
O=C(CCCN1C(=O)c2ccccc2C1=O)NC1=NCCS1	14	1	-5	x	10	x	x	x	x
Cc1cccc(CSc2ncnc3ccccc23)c1	20	3	5	2	-14	3	7	-2	u
The list goes on.
SMILES	SENP8 block-1	SENP1 inh	HKDC1 inh	beta cell repl	PfGluPho inh	SENP8 block-2	SENP6 block	SENP7 block	UBC13 inh
COC(=O)c1ccc(NC(=O)C(=O)N2CCN(C(=S)Nc3cccc(C)c3C)CC2)cc1	17	3	-9	-2	9	8	12	3	-7
Clc1ccc(-c2nnc(C34CC5CC(CC(C5)C3)C4)o2)cn1	11	-1	-6	-2	-4	-3	-15	1	-1
Cc1csc(N/N=C\c2cccnc2)n1	-12	0	-9	-2	-3	-8	-16	-8	16
CCCCC(=O)Nc1cccc(NC(=O)c2ccc3c(c2)OCO3)c1	9	1	0	-4	-1	-9	34	7	-11
O=C(CSc1nnc(C2COc3ccccc3O2)o1)N1CCN(c2ccccc2)CC1 (stereo not drawn)	16	0	-4	0	6	-4	5	-5	-11
C/C(CC1CC(C)(C)OC1=O)=N\NC(N)=S (stereo not drawn)	23	-1	-4	-2	-3	-5	-35	-11	4
Cc1cc(C)n2nc(SCC(=O)NC3CCCCC3C)nc2n1 (stereo not drawn)	6	3	2	x	-11	x	x	x	x
CCOc1cc(/C=C2\C(=O)N(CCc3ccc(OC)c(OC)c3)C(C)=C2C(=O)OC)ccc1O	16	3	12	-4	44	-5	7	-5	-38
COc1ccc(OCCCC(=O)OCC(=O)Nc2sccc2C(N)=O)cc1	5	-6	3	0	-13	6	-2	7	1
COc1ccc(-c2sc3ccc(OC)cc3c2C#CCCO)cc1	-410	-4	3	-8	37	-16	3	8	14
COc1cccc(NC(=O)NNS(=O)(=O)c2ccc(OC)cc2OC)c1	6	-1	-2	0	0	-5	-5	3	6
O=C(Cc1cccs1)NC1(C(=O)NC2CCCC2)CCCCC1	12	-1	0	0	-6	-4	-7	-6	-7
COC(=O)c1ccc(C2NC(=O)c3c(sc(C)c3C)N2)cc1 (stereo not drawn)	-471	-44	-3	-5	30	6	-5	-10	-8
COc1ccc(/C=C\C(=O)NCC(=O)N/N=C/c2cccc(OC)c2O)cc1	-57	1	-8	-6	-30	4	11	-4	-18
CSc1nc(Cl)cc(N2CCOCC2)n1	-2	-4	-9	1	1	1	-5	0	4
Cc1ccc(S(=O)(=O)NC2=NCN(C(C)C)CN2)cc1	4	0	5	-1	1	2	-22	2	-1
CC(=O)c1sc(NC(=O)c2cccc3ccccc23)nc1C	-16	2	-6	-3	-3	-9	0	0	2
O=C(CSc1nc2ccccc2[nH]1)Nc1ccc(N2CCOCC2)cc1	2	-1	-2	-4	2	0	-9	-9	8
COCCCNC(=O)c1cc(C)nn1-c1ccccc1	5	0	-3	-2	-2	-7	11	6	-1
C(=N\n1cnnc1)/c1ccc2c(c1)OCO2	-38	3	0	-1	5	4	-10	13	0
Cc1ncc(CO)c(/C=N/NC(=O)c2ccc(Br)cc2)c1O	x	x	x	0	x	-5	-3	2	6
Cc1ccc(SCc2cc(=O)[nH]c(/N=C(\N)Nc3ccccc3Sc3ccccc3)n2)cc1	-3	3	-5	0	-5	-10	-10	-6	-2
CCn1c(=O)c2c(n3c(=S)[nH]nc13)-c1ccccc1CC21CCCCC1	-82	7	5	-1	50	-5	6	4	-7
O=C1COc2ccc(C(=O)COC(=O)Cc3ccc(Cl)cc3)cc2N1	-225	-1	-4	0	-2	-1	5	9	0
CCOc1ccc(NS(=O)(=O)c2cc(NC(=O)C3CC3)ccc2C)cc1Br	14	2	4	-3	-15	9	-4	2	15

As entered above:
Result for `COc1ccc(CNC(=O)CNC(=O)c2cccs2)c(OC)c1` in PfGluPho inh: 19
Result for `Cn1c(SCC(=O)NCc2ccccc2)nnc1-c1ccc(NC(=O)CCc2ccccc2)cc1` in PfGluPho inh: 1
Result for `CCn1c(=O)c2c(n3c(=S)[nH]nc13)-c1ccccc1CC21CCCCC1` in SENP8 block-1: -82
Result for `O=C(Cc1cccs1)NC1(C(=O)NC2CCCC2)CCCCC1` in UBC13 inh: -7
Result for `Cc1ccc(OCCC(=O)NCCc2ccc(S(N)(=O)=O)cc2)cc1` in HKDC1 inh: -1

3 compounds already listed, ordered by the number in SENP1 inh, lowest first:
| compound | SENP1 inh |
| --- | --- |
| COCC(=O)OCC(=O)Nc1ccccc1-c1ccccc1 | 1 |
| CCOc1cc(/C=C2\C(=O)N(CCc3ccc(OC)c(OC)c3)C(C)=C2C(=O)OC)ccc1O | 3 |
| CCn1c(=O)c2c(n3c(=S)[nH]nc13)-c1ccccc1CC21CCCCC1 | 7 |

Following part.
SMILES	SENP8 block-1	SENP1 inh	HKDC1 inh	beta cell repl	PfGluPho inh	SENP8 block-2	SENP6 block	SENP7 block	UBC13 inh
O=C(Cn1cnc2c(nnn2Cc2ccc(Cl)cc2)c1=O)c1ccccc1	5	-2	4	0	18	4	-10	-4	-2
Cc1c(C(=O)NCc2cccnc2)sc2ncn(CC(=O)N3CCCCC3C)c(=O)c12 (stereo not drawn)	26	0	-2	x	-6	x	x	x	x
COCC1CCCCN1Cc1cn(-c2ccccc2)nc1-c1ccc2c(c1)OCO2 (stereo not drawn)	-13	-3	-1	-1	1	-6	18	-4	-8
CCOC(=O)C1=C(C)Nc2ccccc2N/C1=N\S(=O)(=O)c1ccc(Cl)cc1	11	1	0	-1	-23	-2	-9	6	1
Cc1nc2cc(-c3ccc(F)cc3)[nH]n2c(=O)c1C	-86	1	-4	-2	24	4	19	8	8
Cc1ccc(CN2CCN(CC(=O)N3CCc4ccccc4C3)C2=O)cc1	x	x	x	-3	x	4	-10	-3	3
COc1ccc(CC(=O)N2CCN(c3ccccc3)CC2)cc1	29	0	1	-1	14	12	13	0	-1
CCOC(=O)C(Cc1ccc(O)cc1)NC(=O)CCc1c[nH]c2ccccc12 (stereo not drawn)	17	5	-3	-2	2	-8	-25	-3	2
N#CCC(=O)Nc1ccc(C(=O)NNC(=O)CCN2CCN(c3ccccc3)CC2)cc1	-10	-3	-4	0	-2	7	-4	0	7
Cc1ccc(C(=O)N2CCOCC2)cc1S(=O)(=O)Nc1cccc(C)c1C	10	-1	2	1	7	-2	-16	0	-6
COc1cccc(CN(C)Cc2nc(C3CC3)no2)c1	4	3	-4	-2	-13	4	-22	-1	-4
Cc1c(NC(=S)SCc2ccccc2)c(=O)n(-c2ccccc2)n1C	12	3	-12	-2	55	4	0	-9	0
Cc1ccc(NC(=O)C2OCCc3ccccc32)cc1Cl (stereo not drawn)	1	2	0	0	16	-5	-13	-1	0
Cc1ccc2oc(C(=O)N3CCN(c4cccc(C)n4)CC3)c(C)c2c1	10	-1	0	-1	10	-2	5	9	-2
Fc1ccccc1NC(=S)NCCc1ccccc1	18	0	-2	-3	-13	4	0	4	1
CCc1ccc(/C=N\n2cnnc2)cc1	25	1	2	0	-12	4	6	11	-2
Cc1c(C(=O)NCc2ccccn2)oc2ccc(Br)cc12	11	1	-16	8	-12	-4	5	-5	5
Cc1ccc2[nH]c(-c3cccc(N)c3)cc2c1	-304	-5	7	-5	43	56*	16	70*	9
CCOCCCNS(=O)(=O)c1ccc(-n2cnnn2)c(OC)c1	1	-3	0	-1	-8	5	-12	7	2
CCCCN(C(=O)Cc1ccc(S(=O)(=O)N2CCOCC2)s1)c1c(N)n(CCCC)c(=O)[nH]c1=O	-6	-1	-2	-2	-2	17	1	-2	0
CNC(=S)N(CCc1c(C)[nH]c2ccc(Cl)cc12)Cc1cccs1	x	x	x	-7	x	-2	-17	5	11
CCn1c(SCC(=O)N2CCC(C(N)=O)(N3CCCCC3)CC2)nnc1-c1ccccc1	25	1	-4	1	-13	-2	-15	7	1
COc1ccc(C(=O)C2CCCN(Cc3ccc4nonc4c3)C2)cc1F (stereo not drawn)	12	3	1	-1	8	2	3	-1	-6
O=C(NCCc1ccccc1)C1CCC(CNc2c(N3CCCCC3)c(=O)c2=O)CC1 (stereo not drawn)	10	2	-6	-1	-16	3	0	0	10
O=C1CC(Nc2ccc(N3CCOCC3)cc2)C(=O)N1C1CCCCC1 (stereo not drawn)	26	3	-1	-2	18	-1	-4	-3	-2

Source: PubChem BioAssay
